Source: PubChem BioAssay (The Scripps Research Institute Molecular Screening Center)
PrPC TRFRET – cell surface PrPC inhibition, primary TR-FRET screen; P04156; TR-FRET read-out; inhibition, % at 13.8 µM; hit rate 0.43% among 370,000; in the data active means inhibition above about 24%; further: 0% = median of the test wells and 100% = reference compound wells
CCHFV vOTU inh – CCHFV vOTU protease inhibition. Pep-AMC fluorescence. inhibition, % at 11.5 µM. hit rate 0.55% among 370,000; in the data active means inhibition above about 30%; further: 0% = vehicle wells with enzyme and 100% = no enzyme wells
An asterisk follows results filed as active. This is a subset; rates above refer to the full screens.

SMILES	PrPC TRFRET	CCHFV vOTU inh
COC(=O)[C@]12C[C@H](CC(=O)NCc3ccc(OC)c(OC)c3)C(=O)N(CCc3ccc(OC)c(OC)c3)C1=C[C@H](C(C)(C)C)O[C@@H]2C	-2	5
C[C@@H]1CN(S(=O)(=O)C(C)(C)C)[C@H](CCO)/C1=C\CCO	-7	9
Cc1ccc(S(=O)(=O)Nc2ccc(Cl)cc2O)cc1	-5	25
COC(=O)c1ccc(Cn2ccc3ccc(-c4ccc5ccn(C(=O)c6ccccc6C)c5c4)cc32)cc1	2	2
COC(=O)c1cc(C(C)c2ccccc2O)n2ccccc12 (configuration not stated)	15	-145
C[C@H](O)[C@@H]1CN2CCc3ccc(-c4ccc5c(c4)OCO5)cc3[C@@H]2C[C@@H]1N(C)C(=O)C1CCCCC1	-4	-4
CC(=O)CC[C@@H]1CC[C@]2(CCCN(C(=O)C3CCCCC3)C2)O1	0	0
CCC(=O)N1CCC(C(=O)NC2CCCc3ccccc32)CC1 (configuration not stated)	-4	2
COc1ccc(NC(=O)N2CCC(c3nc4ccc(Cl)cc4[nH]3)CC2)cc1OC	-10	-6
CCOC(=O)N1CCN(C(=O)C[C@H]2C[C@@]3(C(=O)OC)C(=C[C@H](C(C)(C)C)O[C@@H]3C)N(Cc3ccccc3)C2=O)CC1	-3	16
CC1CCN(CCNC(=O)c2ccc3c(=O)n(CCc4ccccc4)c(=O)[nH]c3c2)CC1	-6	1
COc1cc(C=Nn2c(-c3cc(-c4ccccc4)n[nH]3)n[nH]c2=S)ccc1OC(C)=O	3	30*
C[C@@H]1Cn2cnc(C(=O)N(C)Cc3ccccc3)c2C(=O)N1	-5	-1
O=C(N[C@@H](Cc1cccnc1)C(=O)N1CCC[C@H]1C(=O)NCCc1ccccc1Cl)c1cccs1	3	-12
COc1cccc(CNC(=O)[C@H]2CCCN2C(=O)[C@H]2CCCN2C(=O)c2cccc(OC)c2)c1	-7	-6
CCn1c(COc2ccccc2)nnc1SCC(=O)Nc1ccc(S(=O)(=O)Nc2cc(C)nc(C)n2)cc1	2	-2
O=C(NCc1ccccc1)C(C1CC1)n1c(=O)c(-c2cc3ccccc3[nH]2)nc2ccccc21 (configuration not stated)	-9	-28
CCCCOCCCNC(=O)C[C@@H]1C[C@@]2(C(=O)OC)CCCCC=C2N(CCc2ccc(OC)c(OC)c2)C1=O	-1	-1
COC(=O)[C@@]12C[C@@H](CC(=O)NCc3cccc(C(F)(F)F)c3)C(=O)N(CCc3ccc(OC)c(OC)c3)C1=CCC(C)(C)C2	-3	22
O=C(Nc1ccc(Cl)cc1)Nc1ccccc1C(=O)N1CCCC1	7	-5
Cc1ccc2nc(-c3cccc(Cl)c3)c(Cc3ccccc3C(F)(F)F)n2c1	-1	16
CCC(=O)N1CCc2cc(Br)c(S(=O)(=O)N3CCC(C(=O)NC(C)(C)C)CC3)cc21	5	8
CC(=Nc1ccc(Cl)cc1N)c1c(O)cc(C)oc1=O	-1	16
COc1ccc(C2=Nc3ccccc3N(C(=O)c3ccc(C(F)(F)F)cc3)C2C(=O)Nc2ccc3c(c2)OCCO3)cc1 (configuration not stated)	-8	14
CCOC(=O)N1CCN(C(=O)C[C@@H]2C[C@@]3(C(=O)OC)CCCCC=C3N(CCc3ccc(OC)c(OC)c3)C2=O)CC1	-7	5
CCOc1ccc(CCNC(=O)c2cc(-c3ccccc3)c(N3CCOCC3)s2)cc1OC	-13	6
COc1ccc(C2CC(=O)C(c3ccc(C(F)(F)F)cc3)=CN2Cc2ccccc2)cc1 (configuration not stated)	7	22
COC(=O)[C@]12C[C@H](CC(=O)NCC34CC5CC(CC(C5)C3)C4)C(=O)N(Cc3ccco3)C1=C[C@H](C(C)C)O[C@@H]2C1CC1	1	16
Nc1[nH]c(C(=O)c2ccccc2)c(-c2ccccn2)c1C(=O)c1c[nH]c2ccccc12	-10	1
CC(C)(C)c1ccc(-c2nnc(SCC(=O)c3ccc([N+](=O)[O-])cc3)n2-c2ccc(Cl)cc2)cc1	-4	4
COC(=O)c1cc2c(c3c4cc(OC)ccc4n(S(=O)(=O)c4ccc(OC)cc4)c13)C(=O)N(C)C2	1	-1
COC(=O)C1=C(C)N(Cc2ccc(Cl)cc2)C(=S)NC1c1cccc(OC)c1 (configuration not stated)	13	3
O=[N+]([O-])c1ccc(COc2cccc(CO)c2)cc1	-5	16
CCCCCCCCN1C(=O)[C@@H](CC(=O)N2CCCC2)C[C@@]2(C(=O)OC)C1=C[C@H](C(C)C)O[C@@H]2C1CC1	30*	27
O=C1Nc2ccccc2-n2nnnc2C1N1CCN(c2cccc(C(F)(F)F)n2)CC1 (configuration not stated)	-4	32*
COc1ccc(C2=Nc3ccccc3N(C(=O)c3ccc4ncccc4c3)C2C(=O)NC2CCCC2)cc1 (configuration not stated)	-22	17
O=C(NC1CCCCN(Cc2ccc(OC(F)(F)F)cc2)C1=O)c1ccc2ccccc2c1 (configuration not stated)	-1	15
COC(=O)[C@@]12C[C@@H](CC(=O)N3CCCCC3)C(=O)N(Cc3cccc4ccccc34)C1=CCC(C)(C)C2	2	16
O=C(CSc1nc2ccccc2s1)NN=Cc1ccc(O)cc1O	19	7
O=C(NCc1ccccc1)[C@H]1CCCN1C(=O)[C@H]1CCCN1C(=O)N1CCCCC1	0	-2

6 compounds already listed, ordered by SMILES length, highest first.
SMILES	PrPC TRFRET	CCHFV vOTU inh
CCCCCCCCN1C(=O)[C@@H](CC(=O)N2CCCC2)C[C@@]2(C(=O)OC)C1=C[C@H](C(C)C)O[C@@H]2C1CC1	30*	27
CCOC(=O)N1CCN(C(=O)C[C@@H]2C[C@@]3(C(=O)OC)CCCCC=C3N(CCc3ccc(OC)c(OC)c3)C2=O)CC1	-7	5
Nc1[nH]c(C(=O)c2ccccc2)c(-c2ccccn2)c1C(=O)c1c[nH]c2ccccc12	-10	1
O=C(NC1CCCCN(Cc2ccc(OC(F)(F)F)cc2)C1=O)c1ccc2ccccc2c1 (configuration not stated)	-1	15
CCOc1ccc(CCNC(=O)c2cc(-c3ccccc3)c(N3CCOCC3)s2)cc1OC	-13	6
COC(=O)C1=C(C)N(Cc2ccc(Cl)cc2)C(=S)NC1c1cccc(OC)c1 (configuration not stated)	13	3

(list continues)
SMILES	PrPC TRFRET	CCHFV vOTU inh
COC(=O)/C=C1\OCc2cccc(C)c21	-1	-7
C=CCN(C)CC#Cc1ccc(C)cc1	-4	2
Cc1cccc(C)c1OCc1nnc(SCC(=O)O)n1-c1c(C)cccc1C	5	7
COc1ccccc1C(=O)NC1CCCCN(Cc2cccc(Cl)c2)C1=O (configuration not stated)	11	0
O=C(C(=O)N1CCN(S(=O)(=O)c2ccc(C(F)(F)F)cc2)CC1)c1cccc(C(F)(F)F)c1	2	2
CCOc1ccc(-n2c(SCC(=O)Nc3cccc4ccccc34)nnc2-c2cccs2)cc1	-10	8
CCCCS(=O)(=O)N1CCCc2nc(CC)c(CC)cc21	2	-2
COc1ccc(-c2ccc3c(n2)CCCN3S(=O)(=O)c2ccc(C#N)cc2)cc1	15	11
CCOc1ccccc1NC(=O)CSc1nnc(SCc2ccccc2)s1	17	10
Cc1ccc(-c2nnc(SCC(=O)NN=Cc3c[nH]c4ccccc34)n2-c2ccccc2)cc1	11	23
COc1ccc(CN2C(NC(=O)OCc3ccccc3)=NC3=CC(C)(C)n4c(=O)n(-c5ccccc5)c(=O)n4C32)c(OC)c1 (configuration not stated)	2	-4
N#Cc1ccccc1N1CCN(S(=O)(=O)c2ccc3c(c2)CCC(=O)N3)CC1	0	-7
Clc1ccc(-c2nnc3n2N=C(c2ccc(-c4ccccc4)cc2)CS3)cc1	5	5
CN(Cc1ccccc1)C(=O)c1cccc(NC(=O)Cc2ccc(NC(=O)C3CCCN(S(=O)(=O)c4cccc([N+](=O)[O-])c4)C3)cc2)c1 (configuration not stated)	-10	-5
Cc1ccc2nc(-c3ccco3)c(Cc3ccsc3)n2c1	-1	12
COC(=O)C1=C(C)N(C)C(=NCc2ccc3c(c2)OCO3)NC1c1ccc(Cl)cc1 (configuration not stated)	-8	-4
CC(C)=CCC/C(C)=C/CN1CC(=O)N2[C@H](C[C@@]3(n4ccc5ccccc54)c4ccccc4N(S(=O)(=O)c4ccccc4)[C@@H]23)C1=O	14	5
O=C(/C=C1\OCc2ccccc21)OCc1ccccc1	-4	19
COC(=O)[C@]12C[C@H](CC(=O)NCc3cccc(C(F)(F)F)c3)C(=O)N(Cc3cccc4ccccc34)C1=C[C@H](C(C)(C)C)O[C@@H]2C	6	28
COC(=O)C1=C(C)N(CC(C)C)C(=S)NC1c1cccc(OC)c1 (configuration not stated)	-4	6
COC(=O)C[C@@H]1CC[C@H](NC(=O)Cc2ccccn2)[C@@H](CO)O1	-2	-8
COc1cccc(-c2ccc(CC[C@H]3O[C@H]4CC[C@@H](CO)O[C@H]4C[C@H]3NS(C)(=O)=O)cc2)c1	0	-3
CCN1Cc2nnn(Cc3ccccc3)c2-c2ccccc2S1(=O)=O	2	-6
COC(=O)[C@]12C[C@H](CC(=O)NCC34CC5CC(CC(C5)C3)C4)C(=O)N(CCc3ccc(OC)c(OC)c3)C1=C[C@H](COCc1ccccc1)O[C@@H]2C	-1	8
COC(=O)[C@]12CCCCC=C1N(Cc1ccc3c(c1)OCO3)C(=O)[C@H](CC(=O)NCC13CC4CC(CC(C4)C1)C3)C2	7	8
Cc1ccc(CNC(=O)OC(C)(C)C)c(/C=C/S(=O)(=O)NCc2ccc(F)cc2)c1	14	13
C[C@H]1CN([C@@H](C)CO)C(=O)CCCn2cc(nn2)CO[C@@H]1CN(C)S(=O)(=O)c1cn(C)cn1	-5	-9
O=C(NCc1ccco1)C1CCCN(S(=O)(=O)c2ccc([N+](=O)[O-])cc2)C1 (configuration not stated)	-14	-5
Cc1ccc(S(=O)(=O)NCc2ccc3c(c2)OCO3)cc1	6	6
C=CCNC(=S)N(C)[C@H]1C[C@H]2c3[nH]c4cccc(-c5cccc(F)c5)c4c3CCN2C(=O)[C@H]1[C@H](C)O	1	-21
COc1cc(NC(=O)c2ccccc2)c(C)cc1NC(=O)CSc1nnc(-c2cnccn2)n1-c1ccc(C)cc1	0	8
CC(C)(C)C(c1nc2ccccc2[nH]1)n1c(-c2ccsc2)nc2ccccc21 (configuration not stated)	21	13
CCCCNC(=O)c1nc(C2CCN(S(=O)(=O)c3ccc(S(C)(=O)=O)cc3)CC2)oc1-c1ccccc1	3	-3
CC(C)C[C@H]1COc2cc(Br)ccc2S(=O)(=O)N1Cc1cn(CCC2OCCCO2)nn1	1	-3
COc1cccc(OC(C)CCN2CCC(C(O)(c3ccccc3)c3ccccc3)CC2)c1 (configuration not stated)	-18	12
O=C(NCc1ccccc1)[C@@H]1CCCN1C(=O)[C@H]1CCCN1C(=O)c1ccc(F)cc1	1	8
COC(=O)c1cc2c(c3c4cc(F)ccc4n(S(=O)(=O)c4ccc(OC)cc4)c13)C(=O)N(C)C2	2	4
O[C@H](COc1cc(F)cc(F)c1)CN1CCC(C(O)(c2ccccc2)c2ccccc2)CC1	-12	-2
NS(=O)(=O)c1ccc(NC(=O)CSc2nnc(-c3cccs3)o2)cc1	-6	-3
CCCCCn1nnnc1C1(C)CN(S(C)(=O)=O)CC(=O)N1Cc1ccco1 (configuration not stated)	5	7

Four consecutive entries already listed:
SMILES	PrPC TRFRET	CCHFV vOTU inh
CCN1Cc2nnn(Cc3ccccc3)c2-c2ccccc2S1(=O)=O	2	-6
COC(=O)[C@]12C[C@H](CC(=O)NCC34CC5CC(CC(C5)C3)C4)C(=O)N(CCc3ccc(OC)c(OC)c3)C1=C[C@H](COCc1ccccc1)O[C@@H]2C	-1	8
COC(=O)[C@]12CCCCC=C1N(Cc1ccc3c(c1)OCO3)C(=O)[C@H](CC(=O)NCC13CC4CC(CC(C4)C1)C3)C2	7	8
Cc1ccc(CNC(=O)OC(C)(C)C)c(/C=C/S(=O)(=O)NCc2ccc(F)cc2)c1	14	13

More structures:
SMILES	PrPC TRFRET	CCHFV vOTU inh
O=C(Nc1ccc2c(c1)OCCO2)C1C(=O)Nc2ccccc2C(=O)N1C1CCCCC1 (configuration not stated)	-5	2
O=C(CSc1nnc(-c2ccc(Cl)cc2)n1-c1ccccc1)NN=Cc1c[nH]c2ccccc12	20	17
CCCCN1CCN(C(=O)c2ccc(CNC(=O)c3cccc(Br)c3)cc2)CC1	3	5
O=C(CSc1nc2ccccc2n1Cc1ccccc1Cl)N/N=C\c1cccc(Oc2ccccc2)c1	-4	7
c1cncc(Oc2ccc(NCCc3c[nH]c4ccccc34)cc2)c1	-6	8
Cc1ccc(S(=O)(=O)C[C@@H]2OC[C@H](CO)N2S(=O)(=O)c2ccc(C)cc2)cc1	7	-6
COC(=O)C12C=C3CC(C4CC4)=C3C(=O)N1Cc1[nH]c3ccccc3c1C2 (configuration not stated)	4	-5
C[C@@H]1CN([C@H](C)CO)C(=O)c2cc(NS(=O)(=O)c3ccccc3)ccc2O[C@@H](C)CCCCO[C@@H]1CN(C)Cc1ccccc1	-11	3
Cc1cccc(C)c1NC(=O)C(c1ccccc1)N1CCC(c2ccccc2)CC1 (configuration not stated)	1	0
O=C(NCc1ccccc1)[C@H]1CCCN1C(=O)[C@H]1CCCN1C(=O)c1ccc(F)cc1	0	-11
COC(=O)C1=C(C)N(Cc2ccccc2C(F)(F)F)C(=NCc2ccc(OC)cc2)NC1c1ccccc1C(F)(F)F (configuration not stated)	-1	1
